High-throughput results: PubChem BioAssay, several laboratories
EBV gp42 inh: EBV gp42 inhibition. inhibition, % (tested at 21.74 µM). Fluorescence polarization binding assay, mP read-out. actives 0.42% (n = 220,000); in the data active = inhibition above about 50%
Target sequence (Q1HVG2 whole entry, looked up): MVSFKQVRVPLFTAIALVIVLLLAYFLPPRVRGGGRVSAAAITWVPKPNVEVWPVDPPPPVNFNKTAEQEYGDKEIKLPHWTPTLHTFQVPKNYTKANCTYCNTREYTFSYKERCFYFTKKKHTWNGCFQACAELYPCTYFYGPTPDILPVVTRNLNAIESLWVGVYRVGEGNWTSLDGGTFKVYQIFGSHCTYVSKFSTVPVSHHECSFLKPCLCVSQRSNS
zVAD death inh: blocks zVAD induced death of L929 cells. AID 1377. viability rescue, % at 10 µM. actives 0.38% (n = 220,000). L929 zVAD necroptosis rescue, ATP luminescence, 24 h; with zVAD 60 µM;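 active = activation, scaled between plate controls, above about 75%, limit read from the data; inactive = activation under that limit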;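 also: 0% = zVAD with DMSO and 100% = DMSO alone without zVAD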
MDM2 E3 inh: Mdm2 E3 ligase (human) inhibition; signal enhancement, % at 5 µM; actives 0.11% (n = 210,000); cell-based MDM2 ubiquitination luciferase reporter, 2 h; 0 = plate control, 100 = twice control, blank-subtracted; Q00987;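 active = signal enhancement of 30% or more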;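 also: luminescence tracks abundance of the self-degrading MDM2-luciferase fusion protein; higher signal means inhibition of MDM2 E3 ligase activity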
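Material: Stable MDM2–luciferase fusion reporter cells | Amount: 2000 cells seeded into each well | Dosing: One concentration, 5 µM, with 0.2% DMSO | Incubation: 4 h cell settling then 2 h compound exposure, 37 °C | Measured by: Luciferase luminescence | Read-out basis: % enhancement relative to plate controls after blank subtraction | Benchmarks: Control and blank well means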
Tb hexokinase: blocks Trypanosoma brucei hexokinase 1 activity | AID 1430 | recombinant TbHK1, G6PDH-coupled NADH A340 | inhibition, % at 10 µM | actives 0.11% (n = 220,000);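 active = inhibition of 50% or more in the single-dose primary screen; inactive = inhibition below 50%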
Hck Nef HTS: inhibitors of human Hck kinase activated by Nef; P08631; Recombinant Hck-YEEI plus Nef, Z-Lyte FRET kinase assay; inhibition, % at 20 µM; actives 0.68% (n = 220,000);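 active = Hck-Nef kinase inhibition above about 50%, limit read from the data; inactive = inhibition below that limit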;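 also: 0% = DMSO with Hck plus Nef and 100% = Hck alone without Nef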
Target sequence (P08631 whole entry, looked up): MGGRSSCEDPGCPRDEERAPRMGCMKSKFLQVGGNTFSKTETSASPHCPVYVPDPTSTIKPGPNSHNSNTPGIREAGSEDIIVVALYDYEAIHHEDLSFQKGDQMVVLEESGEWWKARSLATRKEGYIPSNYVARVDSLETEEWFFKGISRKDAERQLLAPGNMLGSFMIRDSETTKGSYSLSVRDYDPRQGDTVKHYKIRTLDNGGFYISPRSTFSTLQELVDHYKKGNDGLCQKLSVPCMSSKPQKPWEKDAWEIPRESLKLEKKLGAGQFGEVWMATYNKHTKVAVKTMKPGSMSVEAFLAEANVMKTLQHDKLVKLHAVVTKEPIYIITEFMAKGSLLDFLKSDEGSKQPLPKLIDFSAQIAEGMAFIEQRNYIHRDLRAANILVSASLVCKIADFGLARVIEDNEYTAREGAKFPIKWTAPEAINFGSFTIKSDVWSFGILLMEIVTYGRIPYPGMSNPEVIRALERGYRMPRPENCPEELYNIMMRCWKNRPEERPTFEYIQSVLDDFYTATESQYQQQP
Runt-CBFb FRET: Runt domain-CBFb interaction inhibition; Cerulean-Runt/Venus-CBFb FRET ratio 530/480, 1 h; inhibition, % at 20 µM; actives 0.46% (n = 220,000);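 active = inhibition over about 50% at 20 µM in the single-dose screen, limit read from the data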;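 also: 0% = DMSO wells and 100% = excess unlabeled CBFb competitor control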
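Measured by: fluorescence energy transfer, 422 nm excitation, 530/480 nm emission; test system: Cerulean-tagged RUNX1 Runt domain (FRET donor) fusion protein; buffer or medium: Tris pH 7.5 buffer with BSA; compound: one dose, 20 µM compound, 1% DMSO; times: two 1 h room-temperature incubations shielded from light; benchmarks: unlabeled CBFb 5 µM, positive control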
p47phox inh: p47phox (human) inhibition; p47phox/p22phox peptide binding, fluorescence polarization, 2 h; inhibition, % at 24.7 µM; actives 0.53% (n = 220,000); AID 1274;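 active = inhibition above about 30%, limit read from the data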;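 also: 0% = p47phox with labelled peptide and 100% = labelled peptide alone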
14-3-3 Bad PPI: disrupts binding of bovine 14-3-3 zeta to phospho-Bad peptide. TR-FRET 14-3-3zeta/Dy647-pBad peptide displacement, 1 h. inhibition, % at 21.7 µM. actives 0.71% (n = 220,000). AID 781;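 active = inhibition above about 70%, limit read from the data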;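 also: 0% = full 14-3-3 plus peptide FRET controls and 100% = background without 14-3-3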
Runt-SMMHC FRET: Runt domain-CBFb-SMMHC interaction inhibition; Q01196+Q13951; Cerulean-Runt/Venus-CBFb-SMMHC FRET ratio 530/480, 1 h; inhibition, % at 20 µM; actives 0.74% (n = 220,000); AID 1434;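 active = mean inhibition across duplicate retests at 20 µM reaching about 50%, limit read from the data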;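 also: 0% = DMSO wells and 100% = wells with excess untagged CBFb-SMMHC; inhibitors lower the FRET ratio by blocking Runt binding to CBFb-SMMHC; some results filed as inactive read as strong as hits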
Starred values were filed as active, the others as inactive; . = no result given; [ ] = another dose, or the depositor's remark. An unsorted share of the library, and some 3.2% of all compounds hit somewhere here.

item	smiles	EBV gp42 inh	zVAD death inh	MDM2 E3 inh	Tb hexokinase	Hck Nef HTS	Runt-CBFb FRET	p47phox inh	14-3-3 Bad PPI	Runt-SMMHC FRET
1	CCN(CC(=O)N1CCN(c2ccccc2)CC1)S(=O)(=O)c1ccc(C)cc1	-22	-0.8	-6	27	2	-2	-5	-16	0
2	CCc1nc2n(n1)C(O)c1cc([N+](=O)[O-])ccc1S2 (centres undefined)	-4	1.2	-31	-20	13	-1	-2	8	-2
3	COc1cccc(N2C(=O)CC(N3CCC(C(N)=O)(N4CCCCC4)CC3)C2=O)c1 (centres undefined)	-14	-0.2	-17	0	1	4	-5	8[fluorescence artefact?]	0
4	Cc1nc2ccc(NC(=O)c3ccc(Br)o3)cc2s1	-9	19	-13	-3	35	1	-4	-2	4
5	NC(=S)NNC(=O)c1ccccc1Cl	-2	1.1	7	4	31	-2	-12	-6	3
6	O=C(COc1ncnc2ccc(Br)cc12)NCc1ccco1	-21	0.5	.	-11	24	-1	-4	1	-4
7	Cc1c(O)ccc(-c2[nH]ncc2-c2nc3ccccc3s2)c1O	-8	2.7	-6	-9	0	-2	-1	-17	-4
8	CNC(=O)NC(=O)C(C)N1CCN(C/C=C/c2ccccc2)CC1 (centres undefined)	-2	1.0	-7	1	26	2	-4	-5	2
9	O=C(N1CCN(c2cccc(Cl)c2)CC1)C1(c2cccs2)CCOCC1	-15	0.5	-3	-11	1	0	-16	6	-2
10	O=C(NCc1ccccc1Cl)c1ccc2nnsc2c1	-15	2.1	-5	-2	8	2	-17	-6	0
11	Cc1cc(S(=O)(=O)N2CCN=C2c2ccccc2)c(C)cc1Cl	-5	0.7	8	-3	4	-1	-4	-15[fluorescence artefact?]	0
12	C[C@H](NC(=O)c1nc[nH]c1C(=O)N[C@@H](Cc1ccccc1)C(=O)OCc1ccccc1)c1ccccc1	-8	-0.6	.	-11	4	2	.	-15	1
13	COc1ccc2oc(=O)c(C(C)=O)cc2c1	-4	-0.3	-10	-4	0	-68	-2	6	-51
14	NNC(=O)CCc1nc2ccc(O)cc2[nH]1	-5	1.6	-4	6	19	-2	-7	-8	-3
15	CC1CCCCC1NCC(=O)Nc1ccccc1-c1ccccc1 (centres undefined)	-4	-0.3	8	8	10	-2	-3	71*	0
16	Cc1cccc(Oc2coc3cc(OC(=O)c4cncc(Br)c4)ccc3c2=O)c1	-8	-0.3	-9	3	4	-2	87*	1	4
17	O=C(OCC(=O)c1c[nH]c2ccccc12)c1ccco1	-1	-0.2	-24	-2	-1	-2	-1	1	-6
18	CC(NCc1nc2ccccc2n1C)C12CC3CC(CC(C3)C1)C2 (centres undefined)	-17	0.9	9	3	23	-3	-2	11	-1
19	CCOC(=O)C1CCCN(CCC(=O)Nc2ccccc2C)C1 (centres undefined)	-17	1.0	-8	4	15	1	1	0	-6
20	COc1ccc(/C=c2\s/c(=C/C(=O)c3ccc(C)cc3)[nH]c2=O)cc1OC	-81	2.9	-10	-17	-3	-59	-37	6[fluorescence artefact?]	7
21	c1ccc(Cn2c(CNc3nc4ccccc4n3CCN3CCCCC3)nc3ccccc32)cc1	-6	0.1	-7	9	7	-2	1	-4	2
22	CC(C)Oc1ccc(C(=O)O)c(C(=O)O)c1	7	-0.3	-15	7	-2	8	-6	3	-4
23	Cc1ccc(C)c(-n2c(CNC(=O)c3ccco3)nnc2SCC(=O)Nc2nnc(C)s2)c1	-9	1.7	-13	-10	1	2	-7	4[fluorescence artefact?]	-2
24	CC(=O)NC1C(OCc2ccccc2)OC(COC(C)=O)C(OC(C)=O)C1OC(C)=O (centres undefined)	-5	0.9	-1	23	0	1	-8	-2	1
25	Cc1ccccc1Sc1ncnc2onc(C)c12	-14	1.6	-10	30	-16	-1	-7	-5	0
26	COC(=O)CSc1n[nH]c(=S)s1	-27	.	-10	-4	8	45	2	12[fluorescence artefact?]	21
27	Cc1ccc(NC(=O)C2CCCN(S(=O)(=O)c3cnc[nH]3)C2)c(Br)c1 (centres undefined)	-5	2.3	-4	-2	19	0	-14	4	0
28	CCC(C)NC(=O)Cn1c(-c2ccccc2)cc(C(C)=O)c1C (centres undefined)	-1	2.7	-8	-5	23	2	-12	-14	0
29	CCN(CC)C(=O)CN1C(=O)c2cccc3cccc(c23)C1=O	-10	0.9	5	-20	-9	0	-7	-3	-4
30	CNC(=O)c1c(C)noc1C	-15	11	7	-8	21	1	-1	-4	-3
31	C=CCn1c(C(CCC(C)C)CC(C)(C)O)n[nH]c1=S (centres undefined)	-16	-0.1	-9	3	5	4	-8	-16	2
32	Cc1nc2oc(C(=O)c3ccc(Br)cc3)c(N)c2c2c1COC(C)(C)C2	-12	-0.5	-17	-4	-1	2	-13	-11	20
33	CCCCC(CCC(=O)Nc1ccn(-c2ccccc2)n1)C(=O)O (centres undefined)	-8	1.6	-4	6	4	0	-4	-2	2
34	CS(=O)(=O)N1CCCC(C(=O)NCCCN2CCc3ccccc3C2)C1 (centres undefined)	-9	0.0	-15	0	-1	0	-25	10	-7
35	C/C(CC1CC(C)(C)OC1=O)=N/Nc1nc(-c2ccccc2)cs1 (centres undefined)	-5	1.6	-24	-5	1	6	-11	-2	-1
36	COc1ccc(NC(=S)Nc2ccc(N(C)C(C)=O)cc2)cc1	-7	2.0	-16	-2	1	2	-1	-8	-6
37	Cc1nn(C)c(C(=O)Nc2ccc(S(=O)(=O)NC34CC5CC(CC(C5)C3)C4)cc2)c1Br	1	-0.2	1	-5	7	-1	-7	2	-6
38	Cc1cc(SCC(N)=O)nc(SCC(=O)c2ccccc2)n1	-24	0.6	-8	3	-2	5	-13	-3	-3
39	COc1ccc(N2CCN(C(=S)Nc3cccc(C)c3)CC2)cc1	-3	-0.1	-24	-19	1	3	1	-5	6
40	Cc1ccc(NC(=O)COC(=O)CN2CSCC2=O)cc1C	-17	0.4	-8	2	0	-1	-7	-14	-1
41	Cc1ccc(NC(=O)/C(=C\c2cccc([N+](=O)[O-])c2)NC(=O)c2cccs2)cc1	3	-0.2	-13	-22	-1	-2	-5	-5	-1
42	O=[N+]([O-])c1cccc(C(=S)N2CCN(c3ccccc3F)CC2)c1	0	-0.4	6	-4	22	1	-6	-3	-5
43	Cc1ccccc1CSCCC(=O)NCCC1=CCCCC1	-14	.	-1	0	4	0	-3	3	-3
44	O=C1CC(N2CCN(Cc3ccc4c(c3)OCO4)CC2)C(=O)N1c1cccc(Cl)c1 (centres undefined)	21	-1.1	-13	-3	0	-1	-9	-13	2
45	COc1ccc(N2C(=O)c3ccccc3NC2c2ccc(OC)c(Cn3nnc4ccccc43)c2)cc1 (centres undefined)	7	-0.8	0	-2	1	1	-10	-9[fluorescence artefact?]	0
46	Cc1ccc(CN2CCN(CCC(C)C)C(CCO)C2)s1 (centres undefined)	-6	-1.0	-13	3	-2	0	9	-15	4
47	CCOc1ccccc1-n1c(COc2ccccc2)nnc1SCC(N)=O	-10	-0.4	5	-2	0	1	-4	4[fluorescence artefact?]	0
48	c1ccc(COc2ccc(OCCCN3CCCC3)cc2)cc1	-1	0.8	-28	15	3	0	-10	8[fluorescence artefact?]	-5
49	CCN(CC)c1ccc(NC(=O)COc2ccc(C#N)cc2)cc1S(=O)(=O)Nc1ccc(OC)cc1	7	59	-3	3	-22	0	-5	9	2
50	CCOC(=O)c1sc(NC(=O)CCCCl)nc1C	-1	1.7	0	-4	4	-2	0	-19[fluorescence artefact?]	-2

Some of the entries so far, with each value named:
49) CCN(CC)c1ccc(NC(=O)COc2ccc(C#N)cc2)cc1S(=O)(=O)Nc1ccc(OC)cc1
- EBV gp42 inh = 7
- zVAD death inh = 59
- MDM2 E3 inh = -3
- Tb hexokinase = 3
- Hck Nef HTS = -22
- Runt-CBFb FRET = 0
- p47phox inh = -5
- 14-3-3 Bad PPI = 9
- Runt-SMMHC FRET = 2
50) CCOC(=O)c1sc(NC(=O)CCCCl)nc1C
- EBV gp42 inh = -1
- zVAD death inh = 1.7
- MDM2 E3 inh = 0
- Tb hexokinase = -4
- Hck Nef HTS = 4
- Runt-CBFb FRET = -2
- p47phox inh = 0
- 14-3-3 Bad PPI = -19[fluorescence artefact?]
- Runt-SMMHC FRET = -2

Further records.
item	smiles	EBV gp42 inh	zVAD death inh	MDM2 E3 inh	Tb hexokinase	Hck Nef HTS	Runt-CBFb FRET	p47phox inh	14-3-3 Bad PPI	Runt-SMMHC FRET
51	Cc1cccc(NC(=O)c2ccc(NCCO)c([N+](=O)[O-])c2)n1	-12	-0.2	.	-4	16	2	-10	0	1
52	O=C(CCl)Nc1cn(-c2ccccc2)nc1-c1ccc(F)cc1	5	11	-4	0	-28	-1	-3	-7	0
53	O=C(Nc1ccc(C(=O)O)cc1)/C(=C\C=C\c1ccccc1)NC(=O)c1cccc(Br)c1	5	0.2	-5	-46	28	7	-24	2	-9
54	Cn1c(=O)c2c(ncn2CCCc2ccccc2)n(C)c1=O	-9	0.2	-21	34	4	-3	-13	-13[fluorescence artefact?]	1
55	CN(C)S(=O)(=O)c1ccc(S(=O)(=O)N(CC(=O)Nc2ccccc2)CC2CCCO2)cc1 (centres undefined)	-23	0.0	-13	6	1	-4	-4	5	-1
56	COc1ccccc1NS(=O)(=O)c1cc(NC(=O)c2cnccn2)ccc1N1CCOCC1	-5	-0.5	-7	-15	6	-3	-15	-4	-2
57	Cn1c(SCC(N)=O)nnc1C1CCN(C(=O)NCc2ccccc2)CC1	-12	-0.1	-7	-4	0	0	-13	-9	0
58	Cc1cc(C)nc(N/N=C/C=C/c2ccccc2)n1	6	.	-14	-39	-1	-1	0	38	-2
59	COCCCNc1nc(N)c([N+](=O)[O-])c(NCC2CCCO2)n1 (centres undefined)	-11	-0.6	-23	-62	23	0	-6	7	3
